DAGLB inh = DAGLB lipase inhibitors, primary screen, biochemical, fluorescence, HTS | Diacylglycerol lipase-beta (Homo sapiens), Q8NCG7 | HEK293T DAGLB membrane lysate, EnzChek fluorogenic substrate | inhibition, % at 5.17 µM | hit rate 0.059% among 340,000 | AID 504411, 2011; in the data active = inhibition above about 34%;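 also: 0% = enzyme with vehicle and 100% = wells lacking enzyme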
Keap1-Nrf2 PPI = Keap1-Nrf2 protein-protein interaction inhibitors, primary screen, biochemical, fluorescence polarization, single point; Keap1 Kelch-Nrf2 peptide fluorescence polarization, 1536-well; AID 504523, 2011; inhibition, % at 9.4 µM; Kelch-like ECH-associated protein 1 (Homo sapiens), Q14145; hit rate 0.15% among 340,000; in the data active = inhibition above about 12%; inconclusive = no clear call, values can overlap the other calls; inactive = below about 7.3%;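 also: human Keap1 Kelch domain with fluorescein labeled Nrf2 9mer peptide probe; 0% = neutral control wells and 100% = peptide positive control; higher means more block of Keap1 binding to Nrf2 peptide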
Target sequence (Q14145 whole entry, looked up, the tested form may be a part): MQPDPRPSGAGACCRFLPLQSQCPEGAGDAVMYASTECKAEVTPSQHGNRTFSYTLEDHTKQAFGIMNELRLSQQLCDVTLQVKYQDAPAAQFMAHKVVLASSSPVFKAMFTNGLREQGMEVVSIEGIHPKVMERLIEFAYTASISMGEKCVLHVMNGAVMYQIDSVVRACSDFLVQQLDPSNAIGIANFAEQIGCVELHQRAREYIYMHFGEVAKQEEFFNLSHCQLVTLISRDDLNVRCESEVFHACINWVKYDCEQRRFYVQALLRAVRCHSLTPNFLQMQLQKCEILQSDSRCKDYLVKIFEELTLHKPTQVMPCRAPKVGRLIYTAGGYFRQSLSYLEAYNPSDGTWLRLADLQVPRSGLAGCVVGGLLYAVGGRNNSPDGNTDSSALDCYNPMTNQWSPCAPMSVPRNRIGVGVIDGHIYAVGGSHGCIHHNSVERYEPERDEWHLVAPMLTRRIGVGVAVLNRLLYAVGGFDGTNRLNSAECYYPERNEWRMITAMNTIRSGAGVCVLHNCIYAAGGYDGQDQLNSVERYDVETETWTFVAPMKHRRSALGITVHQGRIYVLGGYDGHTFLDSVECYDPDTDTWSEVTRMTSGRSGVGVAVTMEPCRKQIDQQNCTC
PKA-R2B act = activators of PKA-R2B holoenzyme, primary screen, biochemical, fluorescence polarization, Cy5-IP20, human; hit rate 0.079% among 340,000; cAMP-dependent protein kinase catalytic subunit beta (Homo sapiens) + cAMP-dependent …; activation, % at 11.4 µM; AID 504700, 2011; PKA-R2B holoenzyme dissociation; R2B truncated from residue 108, S112A mutant; 0% DMSO only, 100% 113 µM cGMP;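 active = activation above a cutoff set at the mean over all compounds plus 3 SD, cut at about 18% in these data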;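 also: higher means more holoenzyme dissociation and a rise in polarization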
Rtt109 HAT inh = inhibitors of C. albicans Rtt109/Vps75 HAT, primary screen, biochemical, ThioGlo CoA-SH fluorescence, plate reader; Histone acetyltransferase RTT109 (Candida albicans (strain SC5314 / ATCC MYA-2876)), …; purified Rtt109/Vps75, 4 h; inhibition, % at 34.9 µM; hit rate 0.16% among 330,000; AID 540336, 2011;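 active = inhibition of at least 50% in every replicate; inconclusive = best replicate reaches 50% inhibition but some replicates fall short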
Target sequence (Q5AAJ8 whole entry, looked up): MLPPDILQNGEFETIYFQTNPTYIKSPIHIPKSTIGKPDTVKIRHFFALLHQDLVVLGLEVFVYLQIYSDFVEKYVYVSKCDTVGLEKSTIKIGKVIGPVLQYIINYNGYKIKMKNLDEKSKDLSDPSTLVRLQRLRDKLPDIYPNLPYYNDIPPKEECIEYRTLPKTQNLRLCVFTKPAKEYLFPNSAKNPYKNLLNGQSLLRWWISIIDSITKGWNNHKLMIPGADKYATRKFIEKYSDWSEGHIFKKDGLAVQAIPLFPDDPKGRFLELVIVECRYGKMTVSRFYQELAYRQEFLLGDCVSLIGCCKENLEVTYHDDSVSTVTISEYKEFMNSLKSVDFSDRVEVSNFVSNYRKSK
LANA DNA inh = inhibitors of KSHV C-LANA binding to DNA, primary screen, biochemical, fluorescence polarization, FAM-LBS DNA, MBP-C-LANA, single point; Kaposi's sarcoma herpesvirus LANA C-terminal domain (residues 932-1162) DNA binding; inhibition, % at 9 µM; hit rate 0.078% among 340,000; AID 504423, 2011;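 active = highest replicate inhibition at or above 60% at 9 µM, even if other replicates fall short; inactive = all replicates below 60% inhibition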;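 also: 0% = neutral control wells and 100% = 4 µM acridine orange control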
SR-BI uptake up = activators of SR-BI mediated DiI-HDL uptake, primary screen, ldlA[mSR-BI] CHO cells, DiI fluorescence; 3 h; 100 = double the neutral-control signal; activation, % at 12.5 µM; hit rate 0.096% among 320,000;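 active = mean replicate activation of at least 60% and every replicate at or above 60%; inconclusive = mean or all-replicate condition met, but not both; inactive = mean below 60% and not all replicates reaching 60%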;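 also: 0% = median plate neutral-control signal and 100% = twice that signal; values of inactives mirror those of a sister screen read the other way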
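material = CHO ldlA[mSR-BI] cells | medium = Ham's F12 with 0.5% BSA, HEPES 25 mM, pH 7.4 | reagent = fluorescent DiI-HDL, 10 µg/mL final | compound dosing = single-point compound dose | incubation = 3 h, 37 °C | measured by = bottom-read fluorescence, 550/595 nm | measure = HDL uptake via cellular fluorescence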
CAL PDZ FP-1 = CAL PDZ peptide-binding inhibitors, primary screen, biochemical, fluorescence polarization, Cer-tagged CAL PDZ, HTS. purified CAL PDZ, TMR-peptide fluorescence polarization, 1 h. AID 504414, 2011. hit rate 0.02% among 330,000. inhibition, % at 20 µM. Golgi-associated PDZ and coiled-coil motif-containing protein (Homo sapiens), Q9HD26;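 active = highest replicate inhibition of at least 40%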;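 also: plate controls were DMSO neutral control wells for no effect and unlabeled competitor peptide control wells for full effect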
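Material – purified CerCALP PDZ construct · Detection – FP readout, S and P plane fluorescence · Measure – percent inhibition from loss of millipolarization · Controls – unlabelled peptide for full inhibition, DMSO wells as neutral · Probe or stimulus – TMR-labelled reporter peptide T*-PRC34 bound in PDZ groove · Times – 1 h at RT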
CAL PDZ FP-2 = untagged CAL PDZ binding inhibitors, primary screen, biochemical, fluorescence polarization, HTS. Golgi-associated PDZ and coiled-coil motif-containing protein (Homo sapiens), Q9HD26. purified CAL PDZ, TMR-peptide fluorescence polarization, 1 h. inhibition, % at 24.9 µM. hit rate 0.92% among 300,000. AID 602252, 2012;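 active = mean inhibition of at least 30% with at least half of replicates also reaching 30%; inconclusive = no clear call, values can overlap the other calls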;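 also: 0% = DMSO neutral control and 100% = excess unlabeled competitor peptide PRC23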
Cardiac RTF inh = cardiac RTF calcium sensitivity inhibitors, primary screen, biochemical, IANBD-TnC fluorescence, EC70 calcium | Troponin I, cardiac muscle (Homo sapiens) + Troponin T, cardiac muscle (Homo sapiens) + … | IANBD-labeled cardiac RTF, Ca2+ fluorescence | inhibition, % at 7.15 µM | hit rate 0.12% among 340,000;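 active = inhibition above the mean inhibition of all tested compounds plus 3 SD, cut at about 17% in these data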;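 also: assay run at fixed EC70 calcium of 1.6 mM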
cardiac RTF act = cardiac RTF calcium sensitivity activators, primary screen, biochemical, IANBD-TnC fluorescence, EC20 calcium; Troponin I, cardiac muscle (Homo sapiens) + Troponin T, cardiac muscle (Homo sapiens) + …; hit rate 0.24% among 340,000; IANBD-labeled TnC RTF fluorescence at EC20 calcium; 0% EC20 calcium, 100% full calcium; activation, % at 7.2 µM;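 active = activation above the mean over all tested compounds plus 3 SD, cut at about 30% in these data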;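 also: rise in fluorescence read as greater calcium sensitivity of cardiac thin filaments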
An asterisk follows results filed as active; ? = inconclusive; / = no result given.

The line under a structure holds: DAGLB inh	Keap1-Nrf2 PPI	PKA-R2B act	Rtt109 HAT inh	LANA DNA inh	SR-BI uptake up	CAL PDZ FP-1	CAL PDZ FP-2	Cardiac RTF inh	cardiac RTF act
CS(=O)(=O)N(CC(=O)N1CCN(Cc2ccccc2)CC1)c1ccccc1F
  2	-1	-4	0	-4.4	18	0.1	3	-11	-1
Cc1cccc(N(CC(=O)N2CCCC2)S(=O)(=O)c2ccccc2)c1C
  1	-2	-3	-29	-0.8	-16	-2.0	-3	-4	0
CCOC(=O)c1ccc(NC(=O)COc2cc3oc(=O)c(CC(C)O)c(C)c3cc2Cl)cc1 (stereo not given)
  -2	-5	-7	-4	1.7	/	-0.8	-4	-4	2
CCOC(=O)C(C)On1c(-c2ccccc2)nc2ccc([N+](=O)[O-])cc21 (stereo not given)
  -2	-4	5	1	-1.6	-5	-0.8	-1	6	5
CCCc1ccc(C(=O)NC(=O)c2ccccc2O)cc1
  1	-8	-2	-12	1.1	9	1.8	0	-6	7
CC(=O)NNC(=O)CC(=O)Nc1nc(C23CC4CC(CC(C4)C2)C3)cs1
  0	-6	-7	4	0.6	5	-1.4	-6	-5	-1
COc1ccc2oc(CS(=O)c3ccccc3)c(C(=O)O)c2c1 (stereo not given)
  -1	-2	2	1	2.8	9	-1.0	-1	3	1
CCOc1ccc(N2C(=O)CC(S/C(N)=N/N=C/c3cccs3)C2=O)cc1 (stereo not given)
  25	-4	-10	3	0.0	10	-0.4	-1	-5	-3
CC[N+]1(CC)CC2CCC(C)(C1)C2(C)C (stereo not given)
  2	4	-2	7	-2.0	19	0.7	/	-4	1
O=C(/C=C/c1ccco1)NC1CCCC1
  2	-6	2	?	0.9	-1	-0.1	8	-10	-3
CC(=O)NC(CCCN1C(=O)c2ccccc2C1=O)c1nnn(C)n1 (stereo not given)
  -2	-1	14	7	-0.9	4	-0.3	2	2	-2
Cc1cc(C)c2oc(=O)cc(CN3CCN(Cc4ccc5c(c4)OCO5)CC3)c2c1
  -3	-2	-16	13	-1.7	-3	-0.5	-4	-6	-6
Cc1cccc(NCCC#N)c1
  -1	-1	-11	0	-0.4	29	-0.9	-2	8	7
CCCCn1c(=O)[nH]c(=O)c2c(C(=O)OCC)cc(-c3ccc(OC(F)F)cc3)nc21
  2	4	0	/	-1.1	-52	-0.1	-1	4	-3
COc1ccc(NC(=O)Nc2cccc3c2O[C@H](CN(C)S(=O)(=O)c2ccc(OC)cc2)[C@@H](C)CN([C@H](C)CO)C3=O)cc1
  -3	-6	1	2	1.6	-2	0.8	-1	-3	2
CCOC(=O)C1C(=O)OC2(CCCCC2)C1C(=O)OCC (stereo not given)
  -7	-4	-5	8	0.5	19	0.7	2	8	8
NC(=S)N/N=C/c1cc([N+](=O)[O-])ccc1Cl
  -1	-2	-3	-3	-1.7	-32	0.1	/	2	-1
Cc1noc(C)c1S(=O)(=O)N(C)C[C@H]1Oc2c(NC(=O)C3CCCCC3)cccc2C(=O)N([C@H](C)CO)C[C@@H]1C
  -4	-3	-11	-5	-0.2	4	0.4	-1	-1	-7
c1ccc(-c2csc(CN3CCCCC3)n2)cc1
  -6	-3	3	-14	1.7	-12	-0.9	-3	2	-3
Cc1ccn2c(=O)c(NC(=O)COc3ccccc3)c(C)nc2c1
  -3	1	-4	-2	0.8	22	-1.9	8	1	3
O=C(N/N=C/c1ccccc1)c1cc[n+]([O-])cc1
  0	4	12	2	-1.2	/	-0.6	/	-13	0
COC(C[C@@H](O)C[C@@H](O)COCc1ccccc1)OC
  1	-1	-7	-5	0.4	6	-0.1	0	-2	-1
Cc1ccc(C)c(NC(=O)CN(C)C(=O)C2CCN(S(=O)(=O)c3ccc4c(c3)OCCO4)CC2)c1
  -1	-1	3	-4	1.6	28	-2.5	1	-5	10
Cc1cccnc1NC(=S)NC(=O)c1oc2ccccc2c1C
  -1	1	0	-10	-1.5	9	-1.1	-8	0	-1
COc1ccccc1C(=O)NCC(=O)N1CCN(S(=O)(=O)c2ccccc2C(F)(F)F)CC1
  -3	0	6	-3	0.1	-6	-0.6	-3	-9	-2
O=[N+]([O-])c1ccc(Cl)c(-c2ccc(/C=N/n3cnnc3)o2)c1
  0	0	-14	12	0.0	9	-1.4	3	1	-2
c1ccc(-c2csc(NNC3=NCCCCC3)n2)cc1
  -1	-8	3	0	-3.0	-12	/	-6	0	3
Cc1ccc([N+](=O)[O-])cc1S(=O)(=O)NCCc1c(C)[nH]c2c(C)cccc12
  4	3	1	6	1.6	10	0.4	-1	-1	-7
Cc1cccc(N(C(=O)c2csnn2)C(C(=O)NC(C)(C)C)c2cccnc2)c1 (stereo not given)
  -3	0	0	4	-0.6	22	-1.8	-2	-4	1
O=C1NN(c2ccccc2)C(=O)/C1=C\c1ccccc1OCC(=O)N1CCOCC1
  0	2	-5	1	1.1	30	-0.2	-4	-4	-2
Cc1ccc(NC2=C(Cl)C(=O)N(C3CCCCC3)C2=O)cc1
  -2	0	-8	1	0.4	12	-1.1	0	-4	-2
COc1ccc(N2C(=O)CC(N3CCN(C4CCc5ccccc5C4)CC3)C2=O)cc1 (stereo not given)
  0	-2	9	-1	-0.3	29	-1.4	/	11	-2
CC(C)/C(C=O)=C(/NC1CCCCC1)c1ccccc1
  -3	-2	3	-12	-0.9	8	-0.5	/	-6	-4
Cc1cccc(N(C(=O)c2sc(C)nc2C)C(C(=O)NCC2CCCO2)c2ccccc2)c1 (stereo not given)
  -2	-2	-5	-2	-0.7	7	-2.1	-2	-28	3
O=C(COC(=O)c1c(F)cccc1Cl)NC1CCCC1
  -4	-2	-5	12	-1.4	-11	-1.7	-3	-4	3
CCOc1cc(N2CCOCC2)c(OCC)cc1NC(=O)c1c(C)noc1C
  4	/	2	/	/	-26	-0.3	-3	-29	-1
Cc1ccc(/C=N/N=C/c2ccc(C)s2)s1
  -11	1	-11	4	-0.2	-5	-2.2	-2	5	-5
COc1ccc(C(CNC(=O)COc2ccc(F)cc2Cl)N2CCOCC2)cc1 (stereo not given)
  -1	-3	-2	1	-0.2	16	-0.3	-1	-15	2
Cc1ccc(-c2c[n+](CC(=O)c3ccc(Br)cc3)c3n2CCCCC3)cc1
  6	4	-1	28	-2.2	0	-2.9	-3	1	3
CC(C)(O)C#Cc1ccc(C(=O)NCc2ccccc2F)cc1
  1	-3	-11	-2	-1.5	-17	-2.1	-4	-1	1
Cc1cc(NC(=O)CCC(=O)N(c2ccccc2)C(C(=O)NC2CCCC2)c2ccncc2)no1 (stereo not given)
  -1	-7	4	-7	-2.3	20	/	-8	-14	7
Cc1ccccc1COc1ccc(/C=N/NC(=O)c2nnn(-c3nonc3N)c2CN2CCC(C)CC2)cc1
  -9	-4	-13	9	-1.4	-33	-0.7	-2	0	-2
Cc1ccc(OCc2cc(C(=O)NC3CCCCC3)no2)cn1
  0	3	2	-1	-0.3	6	1.0	/	-5	8
CCOC(=O)N1CCN(C(=O)CSc2nc3c([nH]c4ccccc43)c(=O)n2CCOC)CC1
  0	2	-10	-4	3.1	28	-1.8	-1	1	-8
CC(=O)c1sc(NCCOc2ccc(C)cc2)nc1C
  -1	4	-6	/	0.7	-10	-1.8	-1	-3	-3
COc1ccc(C(=O)N2[C@@H](C(C)C)COc3cc(Br)ccc3S2(=O)=O)cc1
  -14	-1	-3	1	0.6	/	-0.6	-5	-13	-2
Cc1nn(CC(=O)N/N=C/c2cccs2)c(C)c1[N+](=O)[O-]
  -2	1	10	1	1.0	-3	-1.2	-3	-6	1
C[C@@H]1CN([C@@H](C)CO)C(=O)c2cc(N(C)C)ccc2O[C@@H]1CN(C)Cc1ccncc1
  0	-6	-8	3	-2.2	13	0.2	5	3	7
COc1ccc([N+](=O)[O-])cc1N(CC(O)CN1CCCCC1)S(=O)(=O)c1ccc(C)cc1 (stereo not given)
  -2	-1	2	1	-2.0	16	0.3	-5	3	8
O=C(CNC(=O)Cc1ccccc1)NCC(=O)N1CCN(C(c2ccccc2)c2ccccc2)CC1
  2	4	-4	0	-4.8	-6	-1.8	/	-4	-3

The results go on.
The line under a structure holds: DAGLB inh	Keap1-Nrf2 PPI	PKA-R2B act	Rtt109 HAT inh	LANA DNA inh	SR-BI uptake up	CAL PDZ FP-1	CAL PDZ FP-2	Cardiac RTF inh	cardiac RTF act
COc1cc(/C=N/Nc2nc(C)cc(=O)[nH]2)cc(OC)c1O
  -2	-1	-2	-10	-0.6	2	-1.3	3	-7	4
COCCNCC(=O)NC12CC3CC(CC(C3)C1)C2
  3	-3	3	5	0.1	13	/	0	0	1
CCOC(=O)Nc1sc(C(=O)N(CC)CC)c(C)c1C(=O)OCC
  -4	0	-9	1	-1.8	-8	-0.3	-4	5	1
O=C1CN(C(=O)c2ccccc2[N+](=O)[O-])C(c2ccccc2)c2cc(Br)ccc2N1 (stereo not given)
  4	-2	7	6	1.5	-11	0.4	/	1	2
O=[N+]([O-])c1cc(-c2nnc(Nc3ccc(O)cc3)c3ccccc23)ccc1N1CCOCC1
  13	-2	-4	6	-1.6	-53	-1.2	-2	2	1
c1ccc(Oc2nc(NCc3ccco3)nc(NCc3ccco3)n2)cc1
  1	-4	-1	7	0.2	-4	0.7	-3	-4	-4

Compound activity (PubChem BioAssay)
